Screens: PubChem BioAssay, several laboratories
IDE cell activ: IDE (human) activation, cell-based; P14735; HEK cells, FAbeta-B cleavage, fluorescence polarization; 0% vehicle, 100% cell-free pure enzyme wells; activation, % at 5.96 µM; 340,000 compounds, 0.073% hits;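 active = activation above the mean of all tested compounds plus 3 SD, set per screening campaign, cut at about 17% in these data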
Target sequence (P14735 whole entry, looked up): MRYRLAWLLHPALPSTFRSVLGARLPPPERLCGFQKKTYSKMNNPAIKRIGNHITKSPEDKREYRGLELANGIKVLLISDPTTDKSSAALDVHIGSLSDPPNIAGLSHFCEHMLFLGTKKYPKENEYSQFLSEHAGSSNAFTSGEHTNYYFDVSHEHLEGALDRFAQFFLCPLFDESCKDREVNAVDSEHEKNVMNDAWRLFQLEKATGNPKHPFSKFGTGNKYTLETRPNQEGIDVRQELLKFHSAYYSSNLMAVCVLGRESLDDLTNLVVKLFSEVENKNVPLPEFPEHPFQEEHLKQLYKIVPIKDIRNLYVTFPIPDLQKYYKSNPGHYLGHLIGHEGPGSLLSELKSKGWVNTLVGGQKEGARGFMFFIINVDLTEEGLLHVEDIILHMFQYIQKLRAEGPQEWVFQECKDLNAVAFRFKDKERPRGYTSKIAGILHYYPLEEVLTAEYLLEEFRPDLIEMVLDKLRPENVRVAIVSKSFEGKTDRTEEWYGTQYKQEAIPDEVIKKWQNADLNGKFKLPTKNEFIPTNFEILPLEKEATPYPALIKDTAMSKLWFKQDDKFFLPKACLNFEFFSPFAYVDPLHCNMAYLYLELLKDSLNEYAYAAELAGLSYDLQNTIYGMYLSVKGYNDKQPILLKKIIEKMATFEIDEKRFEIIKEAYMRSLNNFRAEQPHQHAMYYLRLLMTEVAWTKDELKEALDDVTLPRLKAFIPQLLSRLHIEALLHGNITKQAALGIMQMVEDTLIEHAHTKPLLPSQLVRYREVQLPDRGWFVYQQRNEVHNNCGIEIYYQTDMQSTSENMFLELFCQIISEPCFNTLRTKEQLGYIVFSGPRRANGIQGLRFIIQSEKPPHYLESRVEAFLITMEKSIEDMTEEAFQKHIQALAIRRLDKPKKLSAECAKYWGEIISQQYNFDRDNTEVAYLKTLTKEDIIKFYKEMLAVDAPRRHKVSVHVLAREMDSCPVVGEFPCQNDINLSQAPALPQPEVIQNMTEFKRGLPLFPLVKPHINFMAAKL
p-CIP stab down: lowers stability of the mouse p/CIP coactivator protein | Q05BA5 | F442A p/CIP-EGFP cells, EGFP fluorescence, 16 h | decrease of EGFP signal, % at 10 µM | 290,000 compounds, 0.01% hits | AID 1984;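 active = EGFP signal decrease of at least 30% at 10 µM or well 3 SD below plate mean, unless failing retest; inactive = the rest, including hits failing retest or dose response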; note: some compounds called inactive have numbers as strong as hits; many of its hits are not listed in these tables
NALP1 yeast inh: inhibitors of NALP1 inflammasome in yeast | S. cerevisiae NALP1/ASC/caspase-1 growth, X-gal OD620, 72 h | inhibition, % at 10 µM | 280,000 compounds, 0.61% hits | AID 2071; in the data active = inhibition mostly above about 24%, no sharp cut-off; inactive = mostly below about 32%; note: some compounds called inactive have numbers as strong as hits
MEKK2mut PB1 HTS: signal of MEK5 binding to mutant human MEKK2 PB1 domain | percent response, % at 10 µM | bead flow cytometry, Alexa488-MEK5 binding to MEKK2 mutant | 290,000 compounds, 0.35% hits; in the data active = percent response above about 24%, passing the limit was not always enough; note: inactives centre near 1; some results filed as inactive read as strong as hits; reference of the scale not given here
M18AAP inhibitor: PfM18AAP enzyme inhibition; AID 1822; recombinant PfM18AAP, H-Glu-NHMec fluorogenic cleavage; inhibition, % at 7.35 µM; 290,000 compounds, 1.2% hits;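 active = inhibition above the campaign mean inhibition over all tested compounds plus 3 SD, cut at about 28% in these data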;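 note: 0% = plate median of test compound wells and 100% = 2 mM ZnCl2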
UBC9 SUMO inh: blocks human SUMOylation mediated by UBC9; P63279; HTRF SUMOylation assay, SAE1/SAE2 + UBC9, in vitro; inhibition, % at 35 µM; 290,000 compounds, 0.36% hits; in the data active = inhibition above about 50%, passing the limit was not always enough; note: strong numbers were not always called active
MEKK3 PB1 HTS: raises or lowers MEK5 binding to the human MEKK3 PB1 domain; bead-based flow cytometry, Alexa488-MEK5 binding to MEKK3; actives lie on both sides; 0 = blocked by unlabeled MEK5, 100 = vehicle; 290,000 compounds, 1.4% hits; AID 1529; binding response (% of control), % at 10 µM;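 active = binding response more than 3 SD above or below the average of its plate-row segment, actives on both sides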;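 note: Alexa488 bead fluorescence after subtracting the streptavidin-only scavenger bead signal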
IDE inh: cellular human IDE inhibition | 320,000 compounds, 0.41% hits | AID 434962 | inhibition, % at 5.59 µM | HEK cells, FAbetaB cleavage, fluorescence polarization;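 active = percent inhibition above the average of all tested compounds plus 3 SD, set per screening campaign, cut at about 16% in these data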;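 note: IDE supplied by intact live HEK cells; FP after avidin binding of uncleaved biotin substrate so inhibition keeps polarization high; 0% = DMSO wells and 100% = 60 µM reference IDE inhibitor Ii1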
MEKK2wt PB1 HTS: raises or lowers MEK5 binding to wildtype human MEKK2 PB1 domain; bead flow cytometry, Alexa488-MEK5 binding to MEKK2 WT; actives lie on both sides; 290,000 compounds, 1.1% hits; AID 1531; Q9Y2U5; binding response (% of control), % at 10 µM; in the data active = binding response below about 67% or above about 130%
Active calls of the source: *; . = no result given; [ ] = remark or other dose. This is a subset. The share of hits here may be higher or lower than overall.

SMILES,IDE cell activ,p-CIP stab down,NALP1 yeast inh,MEKK2mut PB1 HTS,M18AAP inhibitor,UBC9 SUMO inh,MEKK3 PB1 HTS,IDE inh,MEKK2wt PB1 HTS
Cc1ccccc1-c1nc(CN2CCCC(C(=O)NCCCN3CCOCC3)C2)c(C)o1 (stereo not given),2,-2,7,.,4,7,.,-2,.
CCOC(=O)CN1CC23C=CC(O2)C(C(=O)Nc2ccc(OC)cc2OC)C3C1=O (stereo not given),12,-10,22,0,3,8,95,-3,98
Cc1csc2nc(CN3CCN(CC(=O)N(C)C)CC3)cc(=O)n12,-3,-4,17,-1,-8,7,104,-3,108
COc1ccc(-n2nc([N+](=O)[O-])c(=NCc3ccc4c(c3)OCO4)n2O)cc1,1,5,-3,-2,2,0,99,3,98
CCOC(=O)Cn1nnnc1C(CC)N(Cc1cccs1)Cc1cc2ccc(OC)cc2[nH]c1=O (stereo not given),-5,-7,3,-4,2,-4,104,2,100
CC(C)=CCc1c2c(c(O)c3c(=O)c4c(oc13)-c1cc(O)c(O)cc1OC4C=C(C)C)C=CC(C)(C)O2 (stereo not given),.,.,.,0,.,.,101,0,94
O=C(NCCC1=CCCCC1)C1CCN(C(=O)c2ccc(Br)cc2)CC1,5,6,32,17,-3,-8,103,2,104
Cn1cc(CN2CCC(n3nccc3NC(=O)CCOc3ccccc3)CC2)cn1,11,1,32,-1,6,-1,99,-5,105
O=C(O)c1cnn(-c2ccccc2)c1C(F)(F)F,-5,-1,19,-6,3,0,96,0,96
COc1ccc2[nH]c(=O)c(CN(C(=O)c3cccnc3)c3cc(C)ccc3C)cc2c1,5,-8,-2,1,-1,22,96,-2,98
CSc1cccc(NC(=O)CN(C2CCCCC2)S(C)(=O)=O)c1,14,-4,-5,2,0,0,101,-1,102
COC(=O)CCC(=O)OC1(C)C(=O)C2=CN(C3CC3)C(c3ccc(OC)cc3)=CC2=C(Br)C1=O (stereo not given),0,.,.,-2,.,.,87,-2,2.0*[inhibitor]
CC(=O)NC1c2ccccc2C(=O)N1Cc1ccccc1 (stereo not given),2,-6,-10,4,2,4,107,4,106
Cc1cccn2c(=O)c3cc(C(=O)NC4CCCCC4)sc3nc12,3,-1,29,-4,3,-1,96,-1,93
COc1cc(-c2nc(S(=O)(=O)c3ccccc3)c(N3CCOCC3)o2)cc(OC)c1OC,2,3,10,-8,2,14,78,-5,76
O=C(CCN1C(=O)[C@@H]2Cc3ccccc3CN2C1=O)NCCc1ccccc1,6,-17,-17,1,-7,7,99,0,99
O=C1NC2(CCCC2)C(=O)N1Cc1cc(=O)n2ccsc2n1,.,-6,5,6,2,10,101,-11,100
CCN1CCN(C2=C(NS(=O)(=O)c3ccc(Br)cc3)C(=O)c3ccccc3C2=O)CC1,0,-20,7,2,20,27,100,-1,103
COc1ccc(OC)c(Cc2nnc(CCC(=O)N3CCC(N4CCCCC4)CC3)o2)c1,.,-13,2,-10,4,-3,98,2,91
Cc1ccccc1Nc1c(-c2ccccn2)nc2c(C)cccn12,6,4,-6,2,0,-37,106,-1,99
CCc1nc(NCCN)c(C#N)c2c1CSC(C)(C)C2,6,-2,0,7,0,2,96,1,111
Cc1cc2c(c(=O)n1C)C(Cc1ccccc1)C(C#N)=C(N)O2 (stereo not given),5,-1,32,-2,13,14,101,10,96
C/C(CC(=O)Nc1ccccc1C)=N\NC(=O)Cc1csc(N)n1,1,-8,39,2,9,10,106,1,104
O=C1c2nc3ccccn3c2C(=O)N1Cc1ccccc1,-1,0,-13,8,-3,32,110,3,105
COc1cc(/C=N/NC(=O)CCOc2ccccc2C)cc(Br)c1O,-1,-7,-17,-6,9,-5,107,2,95

Grouped by structure, the compounds so far containing a cyano group (two)
SMILES,IDE cell activ,p-CIP stab down,NALP1 yeast inh,MEKK2mut PB1 HTS,M18AAP inhibitor,UBC9 SUMO inh,MEKK3 PB1 HTS,IDE inh,MEKK2wt PB1 HTS
CCc1nc(NCCN)c(C#N)c2c1CSC(C)(C)C2,6,-2,0,7,0,2,96,1,111
Cc1cc2c(c(=O)n1C)C(Cc1ccccc1)C(C#N)=C(N)O2 (stereo not given),5,-1,32,-2,13,14,101,10,96

(next part)
SMILES,IDE cell activ,p-CIP stab down,NALP1 yeast inh,MEKK2mut PB1 HTS,M18AAP inhibitor,UBC9 SUMO inh,MEKK3 PB1 HTS,IDE inh,MEKK2wt PB1 HTS
CC(C)Oc1cccc(C(=O)C2CCCN(C(=O)c3ccccn3)C2)c1 (stereo not given),0,-21,1,3,-1,7,99,2,100
CC(=O)c1cccc(NC(=O)COc2ccc(S(=O)(=O)N3CCCCC3)cc2)c1,2,14,9,-1,-8,18,99,-4,98
CNS(=O)(=O)c1ccc(NC(=O)c2cnn3c(C(F)F)cc(-c4ccccc4)nc23)cc1,1,-3,-1,-3,-5,42,108,-7,100
CCOC(=O)c1c(C)[nH]c(C2=NNC(=Nc3cccc(Cl)c3)SC2)c1C,.,12,16,-1,3,-26,102,10,98
O=C(CCS(=O)CCC(=O)NCc1ccccc1)NCc1ccccc1,3,-1,-4,6,-16,-6,106,-2,112
CCCNS(=O)(=O)c1ccc(NC(=O)Cc2cccs2)cc1,0,-5,-6,-3,5,4,95,-5,101
CCCc1nc(-c2ccccc2)c(-c2ccc(OC)c(OC)c2)c(=O)[nH]1,6,2,19,-5,-2,-1,98,-6,91
CCc1ccc(NC(=O)C2=CC(c3ccc(OC)cc3)=NS(=O)(=O)N2C)cc1,-3,5,18,-2,6,-26,102,0,93
CC1(c2nnc(-c3ccccc3)o2)CC(c2c(Cl)cccc2Cl)=NO1 (stereo not given),4,.,.,0,.,.,101,0,100
COc1ccc(NC(=S)N(CCc2c(C)[nH]c3ccc(C)cc23)Cc2cccnc2)cc1,2,-4,23,-3,-2,0,101,6,94
CN1CCN(Cc2nc3ccccc3c(=O)n2Cc2nc(-c3cccc([N+](=O)[O-])c3)cs2)CC1,.,7,34*,7,18,14,102,.,113
CCOc1ccc(S(=O)(=O)Nc2ccccc2SC)c2cccnc12,1,3,-6,2,-8,20,104,0,104
CCOC(=O)c1ccccc1NC(=O)C1CCCO1 (stereo not given),1,-2,0,11,-4,-10,98,7,104
COC(=O)c1ccc(Nc2ccc3nonc3c2[N+](=O)[O-])cc1,2,-8,20,0,-3,8,94,-3,102
O=S(=O)(CC12C3C4C5C1C2C(Br)(C43)C51OCCO1)c1ccccc1 (stereo not given),5,-8,46,-1,2,19,97,6,102
COc1ccccc1CC(=O)NCCc1ccc(S(N)(=O)=O)cc1,2,-16,-31,-1,-6,2,102,5,97
COc1ccnc(CS(=O)c2nc3cc(OC(F)F)ccc3[nH]2)c1OC (stereo not given),.,.,.,4,.,.,108,2,110
CCn1c(C)nc2cc(C(=O)NNC(=S)Nc3ccc(Cl)cc3)ccc21,6,11,.,-13,-1,-67,25*[inhibitor],-1,19*[inhibitor]
CC(=O)N1CCN(C(=O)c2cc(S(=O)(=O)NCc3ccccc3)ccc2C)CC1,2,-10,3,8,-7,2,101,2,107
Cc1cccc(COCC(Cc2ccccc2)N2CCN(C(=O)c3ccc(C(F)(F)F)cc3)CCC2=O)c1 (stereo not given),3,2,30,4,8,-32,99,3,89
CCOC(=O)c1ccc(N2C(=O)CC(N3CCN(Cc4ccccc4)CC3)C2=O)cc1 (stereo not given),1,-6,2,-6,0,17,100,-3,98
c1ccc(-c2ccc(C3CCCN3)cc2)cc1 (stereo not given),-5,-4,18,8,-1,7,100,2,98
CCn1nc(C)c(Br)c1-c1nc(CS(=O)(=O)c2ccsc2)no1,.,-7,6,-2,1,-14,97,-1,98
COC(=O)c1ccc(C(c2c(N)n(Cc3ccccc3)c(=O)n(C)c2=O)N2CCOCC2)cc1 (stereo not given),-2,-3,-3,-1,-17,-4,99,-4,96
CCC(=O)N1CCc2cc(S(=O)(=O)CCC(=O)NCCc3ccccc3)ccc21,2,-8,32,3,-5,-10,102,7,104

More structures.
SMILES,IDE cell activ,p-CIP stab down,NALP1 yeast inh,MEKK2mut PB1 HTS,M18AAP inhibitor,UBC9 SUMO inh,MEKK3 PB1 HTS,IDE inh,MEKK2wt PB1 HTS
Cc1nc2c(ncn2-c2ccccc2)c(=O)n1NC(=O)CN1CCCC1,-2,-2,4,0,0,4,101,7,101
CC(c1ccco1)N(C(=O)c1cc(Cl)cc(Cl)c1)c1ccccn1 (stereo not given),2,0,3,-3,2,3,97,1,94
O=C(Nc1ccccc1)c1cccnc1NCCc1ccccc1,-4,10,3,16,5,-30,105,8,91
OCC1(Cc2ccc(Cl)cc2)CCN(Cc2ccc(Oc3ncccn3)cc2)CC1,.,-23,2,-7,-3,4,106,8,102
COc1ccc(C(=O)Nc2ccnn2C2CCN(Cc3ccncc3)CC2)cc1,7,-7,15,4,-2,9,101,-6,101
COc1ccc(C2CC(C(F)(F)F)n3nc(C(N)=O)c(Cl)c3N2)cc1OC (stereo not given),1,-8,-18,1,1,-10,101,-3,99
CCOC(=O)c1c(N)sc(C(=O)N(C)C)c1CN1CCOCC1,4,-13,34,6,8,14,101,1,99
Cc1ccccc1Cn1nc(C)c(NC(=O)c2cc3nc(-c4ccco4)cc(C(F)(F)F)n3n2)c1C,3,-13,5,-2,-3,17,104,.,97
COc1cccc(OCC(Cn2c(C)nc3ccccc32)OC(C)=O)c1 (stereo not given),-2,7,18,6,0,-4,102,-3,104
CC1CCCCC1NC(=O)CCNS(=O)(=O)c1cc(Br)cnc1N (stereo not given),-4,-3,9,-2,-3,.,101,3,100
COc1ccc(N2CCN(CCCNC(=O)C3CCCN(S(=O)(=O)c4cnc[nH]4)C3)CC2)cc1 (stereo not given),3,6,.,7,6,11,108,4,136
CCOC(=O)c1ccc(N2CN(C3CCCCC3)CNC2=S)cc1,3,-6,36,-4,-2,1,89,1,93
CCCCCCN=C(C)C1=C(O)C(C(=O)OC)C(C)(C)CC1=O (stereo not given),-1,-5,27,-4,-3,0,103,0,100
CCCc1[nH]n(-c2ccc(F)cc2)c(=O)c1C=NCC1CCCO1 (stereo not given),3,-23,20,2,-3,5,97,-1,99
O=C(Cn1ncc2c([nH]c3ccccc32)c1=O)N1CCN(c2ccccc2F)CC1,4,3,10,-2,3,17,100,-4,96
COc1cc(OC)c(NC(=S)Nc2cc(Cl)cc(Cl)c2)cc1Cl,0,0,33,17,0,-16,104,1,93
C=COCCn1c(=N)n(CCC)c2ccccc21,2,-5,1,10,-7,1,107,-1,107
S=C(Nc1ccc2snnc2c1)N1CCN(c2ccccn2)CC1,-3,-7,-15,.,13,20,.,5,.
Oc1ccccc1-c1cc(-c2ccccc2)no1,-3,-10,18,14,1,10,107,2,108
COC(=O)c1cc(NC(=O)CC2CCCC2)cc(C(=O)OC)c1,2,-9,6,0,10,-4,101,1,100
O=C1N(CCCl)c2ccc(Br)cc2C12OCCO2,-2,10,29,0,-6,-4,101,3,101
COc1cc(CN2CCC(n3nccc3NC(=O)C3CC3)CC2)cc(OC)c1,2,-4,11,-4,-9,14,101,-2,98
CCOC(=O)c1c(NC(=O)CSc2c[nH]c3ccccc23)sc2c1CCCC2,3,-11,22,-7,4,-28,76,2,83
COc1ccc(C)cc1NC(=O)CN1C(=O)COc2ccc(S(=O)(=O)N3CCCCC3)cc21,3,5,4,3,-1,.,97,3,102
CN(C)CCCN1C(=O)C(=O)/C(=C(/O)c2ccncc2)C1c1cccc(Br)c1 (stereo not given),4,-13,14,-2,6,12,97,-2,99
